FEN1 inh: blocks human flap endonuclease 1 | P39748 | Recombinant FEN1 flap cleavage, fluorescence, 15 min | Potency, µM (titrated, usually from 114 µM), for the others: top-dose activity change, negative = inhibition, actives largely listed as inhibitors | hit rate 0.35% among 390,000 | AID 588795; further: nearly all actives have a fitted effect of over 65% in size
Target sequence (P39748 whole entry, looked up): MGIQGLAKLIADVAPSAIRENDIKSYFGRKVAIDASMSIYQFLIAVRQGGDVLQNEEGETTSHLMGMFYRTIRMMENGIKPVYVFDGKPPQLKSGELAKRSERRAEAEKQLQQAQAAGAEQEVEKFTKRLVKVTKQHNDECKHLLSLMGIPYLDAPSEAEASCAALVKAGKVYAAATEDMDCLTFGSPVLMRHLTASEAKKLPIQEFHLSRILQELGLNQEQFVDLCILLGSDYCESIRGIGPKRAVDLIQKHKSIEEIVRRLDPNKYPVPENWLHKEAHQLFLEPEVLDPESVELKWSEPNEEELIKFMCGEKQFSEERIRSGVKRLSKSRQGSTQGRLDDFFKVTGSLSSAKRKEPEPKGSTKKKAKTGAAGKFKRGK
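Reaction started by adding substrate (50 nM final) to 10 nM enzyme after 15 min room-temperature compound preincubation. Reads at 0 and 15 min, with data normalized and fitted to a four-parameter Hill equation.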
TDP1 inh: TDP1 (human) enzyme inhibition | Q9NUW8 | recombinant TDP1, AlphaScreen DNA substrate cleavage | Potency, µM (doses to about 130 µM), inactives show at the highest dose activity change, negative = inhibition, actives largely listed as inhibitors | hit rate 0.28% among 350,000 | AID 485290; further: nearly all actives have a fitted effect of over 40% in size
Target sequence (Q9NUW8 whole entry, looked up): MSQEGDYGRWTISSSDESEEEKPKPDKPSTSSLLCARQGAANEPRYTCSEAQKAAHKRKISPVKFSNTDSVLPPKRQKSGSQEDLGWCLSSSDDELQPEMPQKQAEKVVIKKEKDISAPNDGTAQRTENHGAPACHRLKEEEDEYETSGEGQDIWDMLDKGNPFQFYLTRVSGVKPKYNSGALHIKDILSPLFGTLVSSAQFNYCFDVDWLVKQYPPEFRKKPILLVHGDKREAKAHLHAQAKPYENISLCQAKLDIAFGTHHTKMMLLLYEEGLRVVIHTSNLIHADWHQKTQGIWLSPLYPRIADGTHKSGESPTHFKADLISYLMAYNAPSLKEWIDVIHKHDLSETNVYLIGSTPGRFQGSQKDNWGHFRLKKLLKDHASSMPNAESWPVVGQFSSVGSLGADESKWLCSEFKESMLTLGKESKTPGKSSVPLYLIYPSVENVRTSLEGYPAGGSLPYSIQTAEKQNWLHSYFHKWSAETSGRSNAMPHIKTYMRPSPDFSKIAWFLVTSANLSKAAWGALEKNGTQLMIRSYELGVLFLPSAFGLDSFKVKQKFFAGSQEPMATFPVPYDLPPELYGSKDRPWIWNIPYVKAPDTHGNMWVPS
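Compounds were preincubated with Tdp1 (1 nM final) for 15 min at room temperature before substrate (15 nM final) started a 5 min reaction; beads (10 ug/ml final) were then added for 10 min before AlphaScreen detection.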
N370S GC mod: inhibits or activates N370S mutant glucocerebrosidase; Potency, µM (top dose mostly 59.4 µM), without a hit: at the top dose activity change, negative = inhibition, usual class: inhibitors; hit rate 0.092% among 330,000; P04062; N370S GC spleen homogenate, 4MU-glucoside fluorescence;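 further: 0% = full enzyme activity and -100% = no enzyme basal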
The depositor's hits bear a star; ? = inconclusive; . = not tested or not shown; & = joins results of further samples; [ ] = remark or other dose. The call rests on the fitted dose curve; in most records, active means well fitted curve in the direction sought with a large enough effect; inconclusive means small, poorly fitted or top-dose-only effect, or another doubt; inactive means no such curve, though single readings can be large; an effect the other way counts as inactive or inconclusive. Unless noted, on the % scale 0 is the no-effect control and ±100 the full control effect; potency means the concentration at half of the fitted maximal effect.

SMILES	FEN1 inh	TDP1 inh	N370S GC mod
Cc1cc(C)c2nc(-c3ccccn3)cc(C(=O)Nc3ccc(S(=O)(=O)Nc4onc(C)c4C)cc3)c2c1	?	40µM*	8%
C=CCOC(=O)NC(CC(=Nc1ccc(OC)cc1)C(=O)OC)c1ccccc1 (stereo not given)	.	9%	2%
CC(C)C(NC(=O)c1ccc(Cl)c([N+](=O)[O-])c1)C(=O)NCc1ccccn1 (stereo not given)	-2%	-1%	.
CCn1ccnc1CN(C)Cc1cn(C)nc1-c1ccccc1F	2%	0%	-12%
Cc1ccc(-c2nc3ccccc3c(=O)n2CCCN2CCOCC2)cc1	-6%	3%	3%
CCOC(=O)c1cc(NC(=O)Nc2nccs2)c(C)nc1C	-13%	4%	-3%
Cc1ccc(S(=O)(=O)N2CCN(C(=O)/C=C/c3ccco3)CC2)cc1	6%	3%	-12%
CCCn1cnc2c(N)c(C)c(C)cc21	3%	6%	-8%
COc1cc(S(=O)(=O)N2CCN(c3ccccc3)CC2)ccc1F	-7%	-1%	2%
Cc1cc(C)c(S(=O)(=O)c2ccccc2C)c(OCCO)n1	0%	-3%	0%
O=C(COc1ccccc1)Nc1nccs1	-1%	4%	11%
COC(=O)CCN(C(=O)c1ccc2c(c1)OCO2)c1ccccn1	6%	0%	0%
Cc1ccc(NC(=O)CC2SC3=NCCCN3C2=O)c(C)c1 (stereo not given)	-3%	2%	-20%
O=C(NC(=S)NC1CCCCCC1)c1cncc(Br)c1	-22%	1%	17%
Cc1ccc2nc3c(cc(C(N)=S)c(=N)n3CCCOC(C)C)c(=O)n2c1	-17%	5%	-13%
COc1ccc(C(=O)Nc2ccc3oc(-c4cc(Cl)ccc4Cl)nc3c2)cc1Br	-7%	-7%[12.3 µM]	.
Fc1ccc2c(c1)C(c1cccnc1)=NNC(c1cccs1)=N2	-12%	3%	-25%
COc1ccc(C(=O)N2CC(=O)Nc3ccc(F)cc3C2c2ccc(F)cc2)c(OC)c1 (stereo not given)	11%	3%	.
Cc1cc(N2CCN(C(=O)c3ccco3)CC2)n2ncnc2n1	8%	5%	-2%
Cc1ccc2cc(CN(Cc3ccc4c(c3)OCO4)Cc3nnnn3Cc3ccco3)c(=O)[nH]c2c1	-7%	4%	5%
CCOC(=O)c1ccccc1Nc1cn(C(C)=O)c2ccccc12	-12%	0%	-6%
Cc1ccc(Cl)cc1N1CCN(C(=O)c2ccc3c(Cl)c4c(nc3c2)CCCC4)CC1	-9%	0%	.
COC(=O)c1ccc(-c2noc(CN(Cc3ccccn3)CC3CCCO3)n2)cc1 (stereo not given)	-3%	3%	3%
Cc1ccc(C)c(NC(=O)CCN2CCN(CCO)CC2)c1	22%	.	-4%
CC(C)CCN1C(=O)c2ccc(C(=O)Nc3ccccn3)cc2C1=O	-1%	2%	-9%
COc1ccc(CNC(=O)CSc2n[nH]c(N)n2)cc1	2%	.	-10%
COc1ncccc1C(=O)N1CCCC(N2CCN(c3cccc(Cl)c3)CC2)C1 (stereo not given)	18%	3%	-7%
CC(=O)OCC1=C(C(=O)O)N2C(=O)C(NC(=O)COc3ccc(F)cc3)C2SC1 (stereo not given)	-12%	-13%	-23%
O=C(/C=C/c1cccc(Br)c1)Nc1nn[nH]n1	-7%	5%	11%
Cc1ccc(C)c(NS(=O)(=O)c2ccc3oc(=O)c4ncn(C)c4c3c2)c1	4%	6%	.
O=S(=O)(c1cccc(F)c1)N1CCN(C(=S)NCc2ccccc2)CC1	-2%	0%	-5%
COC(=O)c1cc(NC(=O)c2nn(C)c3c2CSc2ccccc2-3)cc(C(=O)OC)c1	-3%	9%	.
C#CCOCCOCCOCCNc1nc(N2CCN(C(=O)[C@H](CCCCN)n3cc(C(N)CO)nn3)CC2)nc(N2CCN(C(=O)[C@H](CCC(=O)O)n3cc(C(N)CC(C)C)nn3)CC2)n1 (stereo not given in full)	.	?	15%
COc1ccc2c(-c3ccc(S(N)(=O)=O)cc3)c(-c3ccc(S(C)(=O)=O)cc3)sc2c1	3%	1%	.
Cc1nnc(SCC(=O)Nc2nsc(-c3ccccc3)n2)s1	1%	2%	5%
CCN(C(=O)COC(=O)c1cc(NS(=O)(=O)c2ccc(Cl)c([N+](=O)[O-])c2)ccc1O)C1CCCCC1	-10%	5%	-28%
CCOCCCNS(=O)(=O)c1cc2[nH]c3c(c2cc1C)C(=O)CC(C)(C)C3	-7%	.	12%
O=C(Cc1ccsc1)NNC(=O)c1ccccc1Cl	8%	-4%	-9%
COc1ccc(C2CC(c3cccs3)=NN2C(=O)CSc2nc(=O)n3cc(C)ccc3n2)cc1 (stereo not given)	8%	1%	-6%
CCn1cnc2c1c(=O)n(Cc1nnc3n1-c1ccccc1SC3)c(=O)n2Cc1ccccc1	-14%	4%	5%
O=C1CN(C(=O)COC(=O)c2ccc(N3CCCCCC3)c([N+](=O)[O-])c2)c2ccccc2N1	-7%	0%	2%
O=C1CCc2cc(S(=O)(=O)NCc3ccc(F)cc3)cc3c2N1CCC3	-2%	.	-20%
COc1ccc(C(=O)Nc2ccc(O)c3c(=O)cc(-c4cccc(Cl)c4)oc23)cc1	-21%	.	6%
CCOc1ccc(S(=O)(=O)NCc2ccncc2)cc1	-2%	-4%	.
O=C(NCCc1cccs1)C1CCC(=O)N(CCc2cccc(F)c2)C1 (stereo not given)	-1%	1%	-2%
Cc1occc1-c1nnc(SCC(=O)N(C)CCC#N)n1N	-2%	3%	13%
O=C([O-])c1ccccc1-[n+]1c(-c2ccccc2)cc(-c2ccccc2)cc1-c1ccccc1	9%	1%	3%
O=C(NNC(=O)c1ccccc1[N+](=O)[O-])Nc1ccc(Cl)cc1	0%	2%	-3%
O=C1SC(SC(=Nc2ccccc2)Nc2ccccc2)C(=O)N1c1ccccc1 (stereo not given)	-6%&1%	5%	-6%
Cc1ccc(OCCC(=O)NNC(=O)c2nn(C)c(=O)c3ccccc23)cc1	-10%	1%	.
COc1ccc2c(CC(=O)NC3CCCc4ccccc43)coc2c1 (stereo not given)	0%	0%	17%
COC(=O)[C@@]12CCCCN1[C@H](c1ccc(-c3cccc(Cl)c3)cc1)[C@H]1C(=O)N(C)C(=O)[C@H]12	-21%	-2%	-4%
Cc1ccc(NC(=O)CS(=O)(=O)c2c[nH]c3ccccc23)c(C)c1	2%	8%	-7%
COC(=O)c1ccc(N(CC(=O)NC2CCCCC2)C(=O)CNC(=O)c2ccco2)cc1	-16%	7%	1%
CCCn1nc(C(=O)NCC(C)(C)N2CCOCC2)c2ccccc2c1=O	-1%	2%	5%
CCn1cc(CNC(=O)C2C3CCC(C3)C2C(=O)O)cn1 (stereo not given)	1%	0%	4%
O=C(CCn1c(=S)[nH]c2cc3c(cc2c1=O)OCO3)NCc1ccccc1Cl	-4%	-5%	-10%
CCOCCCn1c(NN)nc2ccccc2c1=O	-2%	3%	6%
CNC(=S)Nc1cc(C(F)(F)F)ccc1Cl	1%	1%	-4%
CN(CC(=O)Nc1ccc(F)c(F)c1)S(=O)(=O)c1cccs1	-3%	-3%	-2%

(listing goes on)
SMILES	FEN1 inh	TDP1 inh	N370S GC mod
Cc1ccc2nc(Cl)c3cc(C(=O)N(CCN(C)C)Cc4ccco4)sc3c2c1	?	6%	-26%
CCOC(=O)C(=O)Nc1c(C(=O)Nc2cccc(F)c2)oc2ccccc12	34%[activator]	4%	.
Cc1c(C(=O)NCc2cccc(Cl)c2)sc2ncnc(N(C)C3CCCCC3)c12	8%	-5%	.
CCCc1ccc2oc(C(=O)N3CCNC(=O)C3CC(=O)OC)c(C)c2c1 (stereo not given)	5%	3%	-3%
O=C(Nc1cc(C(F)(F)F)ccc1N1CCOCC1)C1Cc2ccccc2CN1C(=O)c1ccco1 (stereo not given)	2%	2%	-13%
COc1cccc(Cn2cccc(NC(=O)Nc3ccccc3C)c2=O)c1	-32%	6%	-3%
CC(=O)Cc1c(C(=O)O)c(C)nn1-c1ccccc1	6%	-3%	-1%
CCOc1ccc(NC(=O)CCC(=O)NNC(=O)c2ccccc2Cl)cc1	0%	5%	8%
C[C@H](CO)N1C[C@H](C)[C@@H](CN(C)Cc2ccncc2)Oc2c(NC(=O)CCC(F)(F)F)cccc2C1=O	-2%	1%	.
COCC(C)NC(=S)NC(=O)c1cc(S(=O)(=O)N2CCOCC2)ccc1C (stereo not given)	-6%	-5%	1%
COc1cc(-c2nnc(SCC(=O)N3CCCc4ccccc43)o2)cc(OC)c1OC	-1%	-6%[12.3 µM]	.
Cc1ccc(NC(=O)CCCNC(=O)c2ccc(Cl)cc2)c(Br)c1	2%	.	-11%
Cc1csc(NC(=O)C(NC(=O)c2ccccc2F)C(C)C)n1 (stereo not given)	14%	3%	9%
N#CC(C#N)=NNc1ccc(S(=O)(=O)N2CCCC2)cc1	-3%	5%	-6%
CC(=O)C(C)n1c(CN(C)Cc2ccccc2)nc2c1c(=O)n(C)c(=O)n2C (stereo not given)	-8%	.	-9%
O=C1c2ccc3c4c(ccc(c24)C(=O)N1c1ccc2ccccc2c1)CC3	0%	2%	24%
CCOc1ccc2nc(NC(=O)CSc3ccc(Cl)cc3)sc2c1	-20%	-2%	0%
COC(=O)c1scc(-c2ccc(C)cc2)c1S(=O)(=O)Nc1cccc(Cl)c1C	-20%	-2%	.
CCN(CC(=O)Nc1ccccc1C(F)(F)F)C(=O)CCc1nc2ccccc2c(=O)[nH]1	13%	1%	-12%
O=C(CCc1ccccc1)n1nc(-c2ccccc2)nc1NCc1ccco1	-21%	0%	12%
Nc1ccc(Cc2nc3c(ccc4ccccc43)[nH]2)cc1	-20%	8%	1%
Cc1ccc(SCC(=O)O/N=C(\N)c2cccc([N+](=O)[O-])c2)cc1	-20%	7%	14%
Cc1csc(NC(=O)c2ccccc2[N+](=O)[O-])n1	-1%	3%	1%
CSc1ccc(C(=O)C2CCCN(Cc3cccc4nccnc34)C2)cc1 (stereo not given)	-9%	.	-5%

15 of the compounds above, with two lines to a compound.
Order of results – FEN1 inh | TDP1 inh | N370S GC mod
C[C@H](CO)N1C[C@H](C)[C@@H](CN(C)Cc2ccncc2)Oc2c(NC(=O)CCC(F)(F)F)cccc2C1=O
    -2% | 1% | .
COCC(C)NC(=S)NC(=O)c1cc(S(=O)(=O)N2CCOCC2)ccc1C (stereo not given)
    -6% | -5% | 1%
COc1cc(-c2nnc(SCC(=O)N3CCCc4ccccc43)o2)cc(OC)c1OC
    -1% | -6%[12.3 µM] | .
Cc1ccc(NC(=O)CCCNC(=O)c2ccc(Cl)cc2)c(Br)c1
    2% | . | -11%
Cc1csc(NC(=O)C(NC(=O)c2ccccc2F)C(C)C)n1 (stereo not given)
    14% | 3% | 9%
N#CC(C#N)=NNc1ccc(S(=O)(=O)N2CCCC2)cc1
    -3% | 5% | -6%
CC(=O)C(C)n1c(CN(C)Cc2ccccc2)nc2c1c(=O)n(C)c(=O)n2C (stereo not given)
    -8% | . | -9%
O=C1c2ccc3c4c(ccc(c24)C(=O)N1c1ccc2ccccc2c1)CC3
    0% | 2% | 24%
CCOc1ccc2nc(NC(=O)CSc3ccc(Cl)cc3)sc2c1
    -20% | -2% | 0%
COC(=O)c1scc(-c2ccc(C)cc2)c1S(=O)(=O)Nc1cccc(Cl)c1C
    -20% | -2% | .
CCN(CC(=O)Nc1ccccc1C(F)(F)F)C(=O)CCc1nc2ccccc2c(=O)[nH]1
    13% | 1% | -12%
O=C(CCc1ccccc1)n1nc(-c2ccccc2)nc1NCc1ccco1
    -21% | 0% | 12%
Nc1ccc(Cc2nc3c(ccc4ccccc43)[nH]2)cc1
    -20% | 8% | 1%
Cc1ccc(SCC(=O)O/N=C(\N)c2cccc([N+](=O)[O-])c2)cc1
    -20% | 7% | 14%
Cc1csc(NC(=O)c2ccccc2[N+](=O)[O-])n1
    -1% | 3% | 1%

The listing continues.
SMILES	FEN1 inh	TDP1 inh	N370S GC mod
Cc1ccc(S(=O)(=O)c2nc(S(C)(=O)=O)sc2N2CCC3(CC2)OCCO3)cc1	-7%	4%	0%
CC(=O)c1ccc(OCC(O)CN2C(C)CCCC2C)cc1 (stereo not given)	-9%	-1%	19%
Cc1cc(C(=O)CSc2nc(N)cc(=O)[nH]2)c(C)n1-c1ccc(OC(F)F)cc1	-2%	6%	11%
COC(=O)c1ccccc1	.	3%	4%
Cc1ccc(CN(Cc2cccn2-c2nnc(N3CCCC3=O)s2)C(=O)Nc2cc(C)cc(C)c2)cc1	13%	0%	.
O=C(COC(=O)/C=C/c1cccs1)Nc1ccc2ccccc2c1	0%	0%	?
COc1cc(CNc2nc(C)c([N+](=O)[O-])c(C)c2C#N)cc(OC)c1OC	-21%	0%	1%

High-throughput results: PubChem BioAssay, National Center for Advancing Translational Sciences (NCATS)
